Lamin A splicing: changes lamin A minigene splicing in HeLa cells; Potency, µM (series often up to 46.1 µM), for the others: at the highest dose ratio change, negative = inhibition, usual class: inhibitors; AID 1487; HeLa LMNA splicing GFP/RFP minigene ratio, 48 h; hit rate 0.01% among 200,000; active means well fitted inhibition curve with a large enough effect in the signal ratio, with a control signal flat, not every such curve was filed as active; inconclusive means small, poorly fitted or top-dose-only effect, or effect the other way, or a change in a side signal; the % refers to the signal ratio; further: on the % scale 0 is the no-effect control and ±100 the full control effect
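S3 HeLa cells stably expressing lamin A-EGFP splicing minigene plus DsRed2, 600 cells/well, 48 h compound exposure at 37C. Laser-scanning cytometry; analysed as GFP (500-530 nm)/RFP (575-640 nm) total intensity ratio; 0.5% DMSO vehicle.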
ALDH1A1 inh: inhibitors of human aldehyde dehydrogenase 1A1 | P00352 | Purified ALDH1A1, NADH fluorescence, propionaldehyde substrate | Potency, µM (doses to about 75.3 µM), inactives show at the highest dose activity, negative = inhibition, actives largely listed as inhibitors | hit rate 7.3% among 220,000; active means well fitted inhibition curve with a large enough effect, not every such curve was filed as active; inconclusive means small, poorly fitted or top-dose-only effect, or another doubt; inactive means no such curve, though single readings can be large or run the other way;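 further: plate controls were no enzyme wells and a reference inhibitor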
Target sequence (P00352 whole entry, looked up): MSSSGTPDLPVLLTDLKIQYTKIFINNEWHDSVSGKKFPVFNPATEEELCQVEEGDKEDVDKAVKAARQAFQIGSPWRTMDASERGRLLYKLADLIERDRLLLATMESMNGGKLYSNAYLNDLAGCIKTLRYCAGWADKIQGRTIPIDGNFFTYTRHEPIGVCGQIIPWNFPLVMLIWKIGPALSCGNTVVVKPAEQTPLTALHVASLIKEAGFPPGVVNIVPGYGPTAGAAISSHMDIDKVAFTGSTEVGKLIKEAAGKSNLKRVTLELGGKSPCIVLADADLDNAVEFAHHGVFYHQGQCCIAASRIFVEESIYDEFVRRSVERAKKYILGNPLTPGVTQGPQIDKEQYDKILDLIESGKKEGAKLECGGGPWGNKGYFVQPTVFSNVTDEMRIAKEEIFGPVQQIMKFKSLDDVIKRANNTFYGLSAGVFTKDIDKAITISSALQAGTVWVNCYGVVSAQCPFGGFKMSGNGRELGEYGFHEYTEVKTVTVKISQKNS
SMN2 splice enh: enhancers of SMN2 splice variant expression. HEK293 SMN2-luciferase splicing reporter, luminescence, 30-36 h. Potency, µM (series often up to 46.1 µM), inactives show at the top dose activity change, positive = activation, most hits filed as activators. hit rate 2.8% among 210,000. AID 1458; further: % of control where 0% means no effect; nearly all actives have a fitted effect of over 55% in size
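qHTS luciferase splicing reporter: luminescence rises when SMN2 exon 7 is included in transfected HEK293 cells. Compound exposure lasted 30-36 h at 37C, with 4.5 mM final sodium butyrate as control, followed by a ONE-Glo read.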
Tau ThT inhib: blocks human tau fibril formation measured by thioflavin T; AID 1460; recombinant tau K18 P301L (four-repeat tau fragment), heparin-induced fibrillization, ThT fluorescence; P10636; hit rate 2.1% among 270,000; Potency, µM (titrated, usually from 57.4 µM), inactives show at the top dose activity, negative = inhibition, actives largely listed as inhibitors; further: on the % scale 0 is the no-effect control and ±100 the full control effect; nearly all actives have a fitted effect of over 55% in size
Target sequence (P10636 561-689 P618L limits assumed): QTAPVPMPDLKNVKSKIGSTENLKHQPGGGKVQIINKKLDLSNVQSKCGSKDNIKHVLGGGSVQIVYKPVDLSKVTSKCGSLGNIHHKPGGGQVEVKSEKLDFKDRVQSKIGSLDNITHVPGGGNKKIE
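Heparin-induced fibrillization of the P301L-mutant K18 repeat-domain fragment of human tau was followed by ThT binding in quantitative high-throughput format.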
JMJD2E inh: inhibitors of human JMJD2E histone demethylase; B2RXH2; JMJD2E catalytic domain, FDH-coupled NADH fluorescence (FDH is formaldehyde dehydrogenase); Potency, µM (titrated, usually from 57.1 µM), for inactives: at the top dose activity change, negative = inhibition, hits mostly inhibitors; hit rate 1.6% among 230,000; active means well fitted inhibition curve with a large enough effect, not every such curve was filed as active; inconclusive means small, poorly fitted or top-dose-only effect, or another doubt; inactive means no such curve, though single readings can be large or run the other way;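 further: 0% = wells with enzyme and -100% = buffer wells without enzyme; nearly all actives have a fitted effect of over 50% in size; many of its hits are not listed in these tables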
Target sequence (B2RXH2 1-337 limits assumed): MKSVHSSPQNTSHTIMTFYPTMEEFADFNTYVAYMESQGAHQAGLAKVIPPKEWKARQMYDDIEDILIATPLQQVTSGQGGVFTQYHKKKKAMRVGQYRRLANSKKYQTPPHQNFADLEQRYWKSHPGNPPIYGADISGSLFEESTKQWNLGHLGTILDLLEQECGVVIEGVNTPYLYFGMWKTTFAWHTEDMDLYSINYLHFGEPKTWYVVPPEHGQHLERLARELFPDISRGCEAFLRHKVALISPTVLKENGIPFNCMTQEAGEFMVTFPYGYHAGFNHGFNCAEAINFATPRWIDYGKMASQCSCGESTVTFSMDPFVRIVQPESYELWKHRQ
L3MBTL1 block: inhibitors of human L3MBTL1 | hit rate 0.66% among 230,000 | Potency, µM (series often up to 57.1 µM), inactives show top-dose activity, negative = inhibition, actives largely listed as inhibitors | AlphaScreen L3MBTL1–H3K9me1 peptide binding; further: on the % scale 0 is the no-effect control and ±100 the full control effect; nearly all actives have a fitted effect of over 60% in size
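Read-out is AlphaScreen signal from streptavidin donor and nickel chelate acceptor beads (10 ug/mL final each) bridging L3MBTL1 (50 nM) and biotinylated K9-monomethylated H3(1-15) peptide (75 nM), after 30 min compound exposure at room temperature.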
RECQ1 inh: blocks DNA unwinding by human RECQ1 | Potency, µM (highest dose often 57.3 µM), inactives show top-dose activity, negative = inhibition, usual class: inhibitors | RECQ1 DNA unwinding, red fluorescence kinetic read | hit rate 0.54% among 240,000;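 further: plate controls were vehicle for no effect and no enzyme for full effect; nearly all actives have a fitted effect of over 30% in size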
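50 nM RECQ1T1 preincubated 15 min with compound in Tris pH 8.0 buffer with MgCl2, DTT, Tween-20 and 2.5 ug/ml poly(dI-dC); started with 200 nM TAMRA/BHQ-2 forked duplex and 2 mM ATP. Unwinding read as fluorescence (525/598 nm), two reads 2 h apart.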
Luc counter: Kinase-Glo luciferase inhibition (counter-screen); Kinase-Glo luciferase, ATP luminescence, 8 min; Q27757; AID 1379; hit rate 0.28% among 200,000; Potency, µM (titrated, usually from 38.3 µM), for the others: top-dose activity change, negative = inhibition, usual class: inhibitors; further: on the % scale 0 is the no-effect control and ±100 the full control effect; nearly all actives have a fitted effect of over 60% in size
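Light output from Kinase-Glo luciferase with luciferin and 10 uM ATP in 50 mM imidazole pH 7.2, KCl, MgCl2, Tween 20, BSA; compound pin-delivered, 8-min ambient incubation, then luminescence read.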
The depositor's hits bear a star; i = inactive; ? = inconclusive; . = no result given; [ ] = dose if it differs, or a comment. Unless noted, the call rests on the fitted dose curve; in most records, active means well fitted curve in the direction sought with a large enough effect; inconclusive means small, poorly fitted or top-dose-only effect, or another doubt; inactive means no such curve, though single readings can be large; an effect the other way counts as inactive or inconclusive. Potency means the concentration at half of the fitted maximal effect. An excerpt. The share of hits here may be higher or lower than overall.

SMILES	Lamin A splicing	ALDH1A1 inh	SMN2 splice enh	Tau ThT inhib	JMJD2E inh	L3MBTL1 block	RECQ1 inh	Luc counter
Cc1cccc(OCC(=O)Nc2ccccc2N2CCCCC2)c1	-4%	8%	19%	?	-1%	32%[activator][11.4 µM]	-4%	1%
O=C1C(Cl)=C(Nc2ccccc2)C(=O)c2ccccc21	?	8%	-83%[inhibitor]	3.2µM*	0%	-12%	-1%	-7%
CC(C)C(=O)Nc1cccc(S(=O)(=O)c2cccc(NC(=O)C(C)C)c2)c1	?	4%	-88%[inhibitor]	-9%	10%	4%	-3%	0%
COc1ccccc1N1CCN(C(=O)CCn2c(=O)[nH]c3ccccc3c2=O)CC1	-2%	11%	17%	-5%	3%	.	i	-1%
O=C(c1ccc(C(=O)N2CCN(c3ccccc3F)CC2)nc1)N1CCN(c2ccccc2F)CC1	.	.	.	-11%	-7%	5%	-18%	.
COc1ccc(NC(=O)Nc2ccon2)c(OC)c1	.	4%	.	1%	7%	-1%	i	.
COc1ccc(CCNC(=O)c2cc(=O)[nH]c3ccc(Br)cc23)cc1OC	-2%	6%	-3%	-3%	-6%	6%	i	4%
CC1=NOC(=O)/C1=C\c1ccc(-c2ccccc2Br)o1	.	18µM*	-19%	?	-27%	.	-24%	-20%
Cc1nn(C)c(C)c1C1C(C#N)=C(N)OC2=C1C(=O)CCC2 (stereo not given)	?	20%	-2%	-7%	8%	9%	10%	-3%
Cn1c(OCc2ccc3c(c2)OCO3)nc2c1c(=O)n(Cc1ccc(Cl)c(Cl)c1)c(=O)n2C	-2%	-7%	-39%[inhibitor]	-15%	11%	-13%	-2%	-3%
COc1cccc(NC2=NC3(CCCCC3)N=C(N)N2)c1	1%	14%	17%	1%	-1%	.	-21%	2%
COc1ccccc1NS(=O)(=O)c1cccc(C(=O)N/N=C/c2ccccc2OCC(=O)O)c1	2%[46 µM]	1%	17%	6%	-18%	-4%	-1%	7%
Cc1cccc(NC(=S)N(CCc2nc3cc(C)c(C)cc3[nH]2)Cc2cccnc2)c1	2%	7%	-10%	-6%	29%	0%	i	1%
COc1ccccc1/C=N/NC(=O)Cn1cnc([N+](=O)[O-])n1	.	5%	-11%	-5%	-6%	.	12%	0%
CN(C)CCCN(C(=O)CCOc1ccccc1)c1nc2c(F)cccc2s1	.	3.2µM*	-14%	?	2%	.	12%	-1%
CCOP(=O)(OCC)C(NC(=O)Nc1ccc(Cl)cc1)C(N)=O (stereo not given)	-9%	10%	13%	-6%	1%	9%	-5%	3%
CCOc1cc2[nH]c(=O)n(CCc3ccc(OC)c(OC)c3)c(=O)c2cc1OCC	9%	10%	-8%	-10%	4%	6%	-1%	-2%
CCOc1ccc(CN2CCN(Cc3nc4c(s3)CCCC4)CC2CCO)cc1 (stereo not given)	?	0%	.	-17%	1%	2%	-8%	1%
Cc1cccc(C(=O)NC(=S)NNC(=O)COc2ccc(Cl)cc2)c1	?	9.5µM*	-8%	?	5%	7%	i	3%
O=C(NCCCN1CCCC1=O)c1ccc2c(c1)NC(=O)C(N1CCOCC1)S2 (stereo not given)	7%	3%	-15%	5%	1%	-1%	-1%	1%
CCOC(=O)C1=C(C)Nc2ncnn2C1c1cc(Br)ccc1F (stereo not given)	-11%	4%	17%	-8%	-3%	-3%[11.4 µM]	i	0%
O=C(NCC1CCCN(C(=O)c2cccnc2)C1)c1ccc(-c2ccccc2)cc1 (stereo not given)	.	?	.	1%	-7%	8%	i	0%
COCCNC(=O)/C(C#N)=C/c1ccc(SC)cc1	-4%[46 µM]	-7%	1%	-7%	?	5%	i	-1%
O=C(Cn1cc(F)c(=O)[nH]c1=O)NCCO	?	4%	3%	0%	9%	6%	-13%	5%
O=C(Nc1cnccn1)c1cccc(C(F)(F)F)c1	-7%	0%	-1%	0%	-1%	29%[11.4 µM]	1%	-2%
CCOC(=O)c1cc2c(ccn2C)n1Cc1ccccc1C	-10%	-3%	-19%	?	?	-25%	28µM*	1%
O=C(CNC(=O)c1ccccc1)N/N=C/c1ccc([N+](=O)[O-])o1	?	-3%	-29%	-6%	3%	-8%	-3%	-3%
COc1ccc(NC(=O)c2ccc3c(SCC(=O)O)c4c(nc3c2)CCCC4)cc1Cl	-9%[46 µM]	?	2%	4%	5%	2%	-11%	-3%
Brc1cc2c(cc1Br)OCCOCCOCCOCCO2	.	-9%	-9%	4%	8%	9%	-2%	4%
c1ccc(Nc2cc(-c3ccccc3)nc3ncnn23)cc1	5%	?	-28%	-16%	6%	2%	7%	-3%
CC(OC(=O)CCc1nc2ccccc2c(=O)[nH]1)C(=O)c1ccc(Br)cc1 (stereo not given)	-6%	-6%	-2%	-13%	?	1%	-2%	0%
Cc1cccc(N2C(=O)CN(Cc3cccs3)C2=S)c1	?	2%	?	-4%	2%	.	2%	2%
CC(O)Cn1nc([N+](=O)[O-])nc1N (stereo not given)	?	14%	-11%	1%	7%	-6%	0%	-2%
Cc1ccccc1C(=O)Nc1ccccc1C(=O)NCc1ccccc1	10%	?	-24%	0%	-4%	15%	7%	-2%
Cn1c(=O)c2c(nc(N/N=C/c3ccc(OC(=O)c4ccco4)cc3)n2Cc2ccc(F)cc2)n(C)c1=O	-18%	?	-14%	?	-6%	-14%	-3%	1%
O=[N+]([O-])c1cc2c(cc1Br)CCN2	-4%[46 µM]	?	.	?	-7%	-5%	-20%	0%

Gathered by group, those above with a furan ring, fused or not.
SMILES	Lamin A splicing	ALDH1A1 inh	SMN2 splice enh	Tau ThT inhib	JMJD2E inh	L3MBTL1 block	RECQ1 inh	Luc counter
CC1=NOC(=O)/C1=C\c1ccc(-c2ccccc2Br)o1	.	18µM*	-19%	?	-27%	.	-24%	-20%
O=C(CNC(=O)c1ccccc1)N/N=C/c1ccc([N+](=O)[O-])o1	?	-3%	-29%	-6%	3%	-8%	-3%	-3%
Cn1c(=O)c2c(nc(N/N=C/c3ccc(OC(=O)c4ccco4)cc3)n2Cc2ccc(F)cc2)n(C)c1=O	-18%	?	-14%	?	-6%	-14%	-3%	1%

Carrying on:
SMILES	Lamin A splicing	ALDH1A1 inh	SMN2 splice enh	Tau ThT inhib	JMJD2E inh	L3MBTL1 block	RECQ1 inh	Luc counter
Cc1nc(N2CCN(Cc3ccccc3)CC2)c(C#N)c2c1COC(C)(C)C2	?	?	-55%[inhibitor]	-7%	-2%	-14%	i	-1%
O=C1/C(=C/c2cccs2)SC(=S)N1c1cccc(O)c1	.	.	.	20µM*	-3%	-9%	-10%	.
COc1ccc2[nH]cc(CCNc3cc(-c4ccccc4C(F)(F)F)ncn3)c2c1	5%	-8%	-3%	-24%	-24%	.	-17%	0%
CCOC(=O)N1CCC(NC(=O)c2cc(C(=O)Nc3ccc(S(=O)(=O)N4CCCCC4)cc3)ccc2CO)CC1	.	?	.	6%	5%	.	-5%	.
CCOC(=O)c1c(NC(=O)c2cccc(N3C(=O)CCC3=O)c2)sc(C)c1C	22%	.	-3%	-6%	-7%	10%	i	-1%
CC[n+]1c(/C=C/Nc2ccccc2)oc2ccc(OC)cc21	49%[46 µM]	7%	-10%	?	?	2%	i	-4%
O=C(NCc1ccccn1)c1ccc(CNS(=O)(=O)c2cccc(C(F)(F)F)c2)cc1	0%[46 µM]	-11%	17%	4%	1%	9%	18%	1%
Cc1nc2sc(C(c3ccccc3)N3CCOCC3)c(O)n2n1 (stereo not given)	-8%	5%	-5%	5%	4%	-12%	-10%	1%
O=C(N/N=C/c1ccccn1)c1cc(-c2cccc3ccccc23)n[nH]1	?	23%	23%	?	?	-15%	i	1%
O=C1/C(=C\c2ccco2)SC(=S)N1Cc1ccccc1	?	14µM*	-32%[inhibitor]	?	-14%	-26%	32µM*	-1%
O=C(NC(=S)N1CCN(CCO)CC1)C12CC3CC(CC(C3)C1)C2	.	7%	-3%	12%	?	24%	12%	0%
CCN1CCN(C(=S)c2ccc(OCC(=O)NCc3ccccc3)cc2)CC1	18%[46 µM]	?	7%	-6%	-1%	-4%	-9%	1%
CC(C)NC(=S)N/N=C/c1ccc2c(c1)OCCO2	-10%	-2%	9%	?	-11%	-6%	-4%	2%
Cc1csc(SCC(=O)NCc2ccccc2Cl)n1	.	9%	27%	-1%	2%	.	-1%	13%
Cc1cc(N)n2ncc(-c3ccccc3)c2n1	1%	?	16µM*	?	?	.	-6%	4%
Cc1cccc(C(=O)Nc2nnc(C3=COCCO3)o2)c1	.	0%	8%	0%	?	?	i	2%
CC(c1nnc(SCC(=O)Nc2sccc2C#N)n1-c1ccc(Cl)cc1)N(C)C (stereo not given)	1%	?	-7%	-8%	0%	.	-8%	-2%
Cc1ccc(N2C(=O)C3C(C2=O)C2C=CC3C23CC3)cc1 (stereo not given)	3%	5%	-7%	-1%	6%	8%	-4%	-6%
Cc1ccc2nc(Cl)c(C3CC(c4ccco4)=NN3S(C)(=O)=O)cc2c1 (stereo not given)	.	.	.	?	-23%	-13%	-12%	.
Cc1cc(/C=N/NC(=O)c2ccc(O)cc2)c(C)n1CC(C)C	7%[46 µM]	?	.	?	?	-16%	i	.
CCN(CC)S(=O)(=O)c1ccc(Cl)c(C(=O)NCc2ccco2)c1	.	?	-8%	-6%	-19%	-13%	i	7%
O=C(Nc1ccc(Cl)cc1)N1CCSCC1	-1%	3%	-7%	-7%	6%	.	-3%	-2%
CC(C)C(=O)N1CCN(c2ccccc2NC(=S)NC(=O)c2cccs2)CC1	?	?	-3%	-7%	0%	-16%	-5%	-1%
COc1ccc(C(=O)N/C(=C\c2cccs2)c2nc3ccccc3[nH]2)cc1OC	0%	?	-17%	-2%	?	29%	-8%	2%
Cc1ccc(NC(=S)N(CCN2CCOCC2)Cc2cc3cc4c(cc3[nH]c2=O)OCO4)cc1	?	?	.	-3%	?	1%	-3%	-2%

Source: PubChem
